Scp1 inh = Scp-1 phosphatase inhibitors, primary screen, biochemical, colorimetric, uHTS. Carboxy-terminal domain RNA polymerase II polypeptide A small phosphatase 1 (Homo …. Recombinant Scp1, phosphopeptide, malachite green phosphate absorbance. inhibition, % at 20 µM. 0.88% of 340,000 active. AID 493091, 2011;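 active means inhibition above about 50% at 20 µM, limit read from the data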;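 further: plate controls were DMSO wells with enzyme for no effect and wells lacking enzyme for full effect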
Target sequence (Q9GZU7 76-261 limits assumed): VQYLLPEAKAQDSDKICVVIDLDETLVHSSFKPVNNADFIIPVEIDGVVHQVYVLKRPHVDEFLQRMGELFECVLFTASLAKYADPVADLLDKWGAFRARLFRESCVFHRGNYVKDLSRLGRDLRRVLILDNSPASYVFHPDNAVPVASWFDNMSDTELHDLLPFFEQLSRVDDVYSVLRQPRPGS
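Test system: SCP-1 phosphatase catalytic domain, residues 76-261; measured by: colorimetric phosphate reagent with accelerator and stabiliser, absorbance at 630 nm; timing: enzyme reaction 45 min at room temperature, colour 5 min, stabilisation 30 min; also added: Phosphorylated 17-residue peptide substrate; compound dosing: one concentration, 20 µM, with 1.0% DMSO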
LMPTP block = LMPTP phosphatase inhibitors, primary screen, biochemical, fluorescence intensity, uHTS; recombinant LMPTP-A, OMFP fluorogenic substrate; Low molecular weight phosphotyrosine protein phosphatase (Homo sapiens), P24666; 0.22% of 360,000 active; inhibition, % at 20 µM;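 active means compounds that cut the enzyme signal by at least half of the control window in the single-dose screen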;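 further: plate controls were DMSO wells with enzyme plus substrate for no effect and substrate without enzyme for full effect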
Target sequence (P24666 whole entry, looked up): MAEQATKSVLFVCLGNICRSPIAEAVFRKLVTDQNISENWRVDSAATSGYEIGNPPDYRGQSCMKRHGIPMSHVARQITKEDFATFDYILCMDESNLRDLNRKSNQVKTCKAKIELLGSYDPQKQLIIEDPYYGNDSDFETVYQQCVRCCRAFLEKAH
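material = LMPTP-A | quantity = 0.625 nM enzyme | reagent = OMFP substrate, 400 µM final | buffer or medium = Bis-Tris pH 6.0, DTT, detergent | detection = endpoint fluorescence intensity from OMFP dephosphorylation | dosing = single 20 µM dose | read-out basis = % inhibition relative to no-enzyme and uninhibited control wells | control set = no-enzyme and uninhibited controls | timing = 50 min at room temperature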
DNMT1 block = human DNMT1 methyltransferase inhibitors, primary screen, biochemical, molecular beacon, fluorescence, HinP1I cleavage, uHTS; AID 588458, 2011; inhibition (reported as % activation of signal), % at 10 µM; DNA (cytosine-5)-methyltransferase 1 (Homo sapiens), P26358; 0.83% of 360,000 active; in the data active means inhibition above about 50%
NadD inh = inhibitors of S. aureus NadD, primary screen, biochemical, colorimetric, uHTS; 0.78% of 360,000 active; Nicotinate-nucleotide adenylyltransferase NadD (Staphylococcus aureus N315); purified NadD enzyme, colorimetric absorbance read-out; inhibition, % at 20 µM; in the data active means inhibition above about 26%; further: some compounds past the cut are filed as inactive
TbMetRS inhib = T. brucei MetRS inhibitors, primary screen, biochemical, luminescence | purified T. brucei MetRS, ATP depletion, Kinase-Glo luminescence | AID 624268, 2012 | inhibition, % at 11.9 µM | methionyl-tRNA synthetase (Trypanosoma brucei brucei) | 0.4% of 360,000 active;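 active means inhibition above a per-plate cutoff of the control wells' mean inhibition plus 3 SD, cut at about 5.5% in these data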;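 further: 0% = DMSO wells median and 100% = median of wells with control inhibitor compound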
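Material: parasite MetRS enzyme / Replication: singlicate, one well per compound / Signal: luminescence of leftover ATP / Schedule: 2 h aminoacylation at 25 °C after 15 min preincubation / Medium: HEPES-MgCl2-KCl buffer plus DTT, spermine, BSA, pyrophosphatase / Doses: 11.9 µM single point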
SUMO1 PPI mod = modulators of SUMO1 protein-protein interactions, primary screen, biochemical, uHTS. inhibition, % at 20 µM. Small ubiquitin-related modifier 1 (Homo sapiens), P63165. AID 602429, 2012. SUMO1 binding to a labelled peptide, TR-FRET, 1 h. 0.33% of 360,000 active; in the data active means inhibition above about 37%
Target sequence (P63165 whole entry, looked up): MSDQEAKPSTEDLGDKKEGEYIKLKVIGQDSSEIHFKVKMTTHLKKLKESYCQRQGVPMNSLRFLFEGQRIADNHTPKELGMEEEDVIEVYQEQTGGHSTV
STEP inh = STEP phosphatase inhibitors, primary screen, biochemical, fluorescence intensity, uHTS | Tyrosine-protein phosphatase non-receptor type 5 (Homo sapiens), P54829 | recombinant STEP, OMFP fluorogenic substrate | inhibition, % at 20 µM | 0.25% of 360,000 active | AID 588621, 2011;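 active means inhibition at 20 µM, scaled per plate between control wells, above about 37%, limit read from the data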;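 further: 0% = DMSO with enzyme and substrate and 100% = substrate only without enzyme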
Target sequence (P54829 whole entry, looked up): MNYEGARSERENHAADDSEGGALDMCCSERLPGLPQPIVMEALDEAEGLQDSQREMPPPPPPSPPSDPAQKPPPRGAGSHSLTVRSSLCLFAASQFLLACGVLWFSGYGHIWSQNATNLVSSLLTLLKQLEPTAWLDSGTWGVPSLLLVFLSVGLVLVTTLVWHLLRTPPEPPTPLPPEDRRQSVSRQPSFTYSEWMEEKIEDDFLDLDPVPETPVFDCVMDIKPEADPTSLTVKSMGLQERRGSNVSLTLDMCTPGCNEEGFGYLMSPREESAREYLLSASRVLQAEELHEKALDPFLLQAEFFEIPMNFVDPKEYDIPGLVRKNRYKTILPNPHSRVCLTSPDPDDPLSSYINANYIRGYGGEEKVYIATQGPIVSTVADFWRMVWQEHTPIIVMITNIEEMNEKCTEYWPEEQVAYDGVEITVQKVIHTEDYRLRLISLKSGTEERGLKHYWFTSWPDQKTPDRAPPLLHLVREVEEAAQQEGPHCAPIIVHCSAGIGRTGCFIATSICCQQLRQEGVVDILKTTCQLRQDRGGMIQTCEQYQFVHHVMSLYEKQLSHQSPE
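Assay system: isolated STEP enzyme. Buffer or medium: pH 6.0 Bis-Tris with DTT and Tween 20. Also added: fluorogenic phosphatase substrate OMFP at 25 µM final. Dosing: 20 µM, 1% DMSO. Timing: 20 min reaction, room temperature, in the dark. Measured by: fluorescence intensity, excitation 480 nm, emission 540 nm. Evaluation: normalized % inhibition.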
SKN-1 block = suppressors of acrylamide-induced Pgst-4::GFP reporter in worms, primary screen, SKN-1 inhibitor project, whole organism, uHTS, GFP/RFP fluorescence ratio, strain VP596; C. elegans VP596 Pgst-4::GFP/RFP ratio, 24 h; 0.49% of 360,000 active; inhibition, % at 21.8 µM;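 active means interference check ratio from 0.5 to 1.5 plus GFP to RFP signal ratio inhibition reaching or exceeding a fixed threshold, cut at about 30% in these data, passing the limit was not always enough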; further: some compounds called inactive have numbers as strong as hits
CendR NRP1 mod = modulators of CendR peptide binding to NRP-1, primary screen, biochemical, fluorescence polarization, uHTS | Neuropilin-1 (Homo sapiens), O14786 | FAM-RPARPAR peptide binding to NRP-1 | inhibition, % at 25 µM | 0.85% of 360,000 active | AID 602438, 2012;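 active means inhibition or corrected inhibition above about 18%, plus a signal ratio from 0.5 to 1.5, limit read from the data, passing the limit was not always enough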; further: strong numbers were not always called active
Neddyl block = inhibitors of cullin neddylation, primary screen, biochemical, TR-FRET, uHTS, NAE and Ubc12; calls only at 25 µM; 0.58% of 360,000 active; in the data active means inhibition above about 36%
Active calls of the source: *; i = inactive; . = not tested or not shown.

SMILES	Scp1 inh	LMPTP block	DNMT1 block	NadD inh	TbMetRS inhib	SUMO1 PPI mod	STEP inh	SKN-1 block	CendR NRP1 mod	Neddyl block
CCOc1ccc(C2Nc3ccccc3C(CC)(CC)O2)cc1 (centres undefined)	-10	1.1	2	4	-0.4	1	-4	1	9	i
Cc1[nH]nc(NCCO)c1[N+](=O)[O-]	-9	0.0	0	-4	0.0	-2	1	-10	6	i
CCCc1c(O)nc(SCCN(CC)CC)n(C(=O)c2ccccc2)c1=O	-15	-0.7	1	-6	-0.2	-4	-2	-2	-7	i
O=C1CCN(S(=O)(=O)c2cccs2)c2ccc(C(F)(F)F)cc2N1	-5	-0.4	0	2	0.0	3	-2	-1	-6	i
CCOc1ccc(N=Nc2ccc(O)c3ncccc23)cc1	-10	3.5	4	10	-1.0	-18	1	-7	3	i
NC(Cc1ccccc1)C(O)(c1ccccc1)c1ccccc1 (centres undefined)	-3	0.7	1	4	-0.4	16	-1	6	7	i
Cc1cccc(-n2c(N)c(-c3nc4ccccc4n3C)c3nc4ccccc4nc32)c1	-11	4.9	5	6	-0.1	-4	2	0	-27	.
COc1ccccc1/C=c1\sc2nc(-c3ccco3)nn2c1=O	69*	13	106*	16	-1.7	26	4	12	-72	i
Cc1cc(S(=O)(=O)N(Cc2cccs2)Cc2ccccc2F)ccc1-n1cnnn1	1	0.9	1	5	-0.1	1	-6	2	-9	i
COc1ccc(C)cc1NC(=O)CN(C)S(=O)(=O)c1ccc2c(c1)n(C)c(=O)c(=O)n2C	-9	-0.2	0	-1	0.1	1	0	17	18	i
CCOc1ccc(C2NC(=O)NC(C)=C2[N+](=O)[O-])cc1OC (centres undefined)	-4	1.4	3	0	0.8	-12	-2	-1	1	i
Cc1nonc1N1CCN(Cc2cn[nH]c2-c2ccc3c(c2)OCO3)CC1	-7	-1.4	1	-2	0.1	2	-1	0	6	i
CC(NC(=O)CN(c1cccc(C(F)(F)F)c1)S(=O)(=O)c1ccc(Cl)c([N+](=O)[O-])c1)c1ccccc1 (centres undefined)	-10	1.1	20	-2	0.3	1	0	12	1	i
CCOC(=O)c1c(C)nc(C)c(C(=O)OCC)c1-c1ccccc1	-2	0.1	0	-1	-0.9	4	-2	15	-12	i
CCOC(=O)C1(CC2CCCCO2)CCN(S(=O)(=O)c2ccsc2)CC1 (centres undefined)	6	0.7	5	-1	-0.8	2	-2	-11	-2	i
CCCCCN(C(=O)CCC(=O)OCc1ccc(Cl)cc1Cl)c1c(N)n(CCCC)c(=O)[nH]c1=O	-5	-4.9	-10	1	-0.5	3	-1	3	6	i
COc1cccc(CNC(=O)COC(=O)CCc2cc(OC)c(OC)c(OC)c2)c1	7	-0.9	-1	-3	-0.3	8	4	-7	7	i
Cc1ccccc1N1CCN(C2CCCN(C(=O)c3ccccn3)C2)CC1 (centres undefined)	9	-0.4	2	-5	-0.1	2	0	-6	8	i
Cc1cc(C)n2c(Nc3ccc4c(c3)OCCO4)c(CC(C)C)nc2n1	.	-1.1	.	9	-0.3	1	.	8	-10	i
CCN(CC(=O)Nc1ccccc1OC)C(=O)CC1CC2CCC1C2 (centres undefined)	-4	-6.4	5	2	0.0	3	2	-9	-13	i
Cc1ccccc1C(=O)NNC(=S)NC(=O)c1ccc(Cl)cc1Cl	-9	0.8	-1	7	0.0	1	1	6	-10	i
O=C(O)c1cc(-c2cccc(Cl)c2)nc2nc(N3CCCCC3)sc12	8	0.6	-4	7	0.5	7	-1	-6	-26	i
O=C(c1ccc(N2CCOCC2)cc1)c1cccs1	-8	-0.4	3	1	-0.3	-2	-2	9	-7	i
CCc1nc(N2CCN(C(C)=O)CC2)c2c3c(sc2n1)CC(C(C)(C)C)CC3 (centres undefined)	5	4.4	-10	2	-0.6	6	4	-3	0	i
CCCCC1=CC2=C(c3ccco3)C(=O)C(C)(OC(=O)c3ccc(OC)cc3)C(=O)C2=CN1C1CC1 (centres undefined)	9	0.5	-2	-2	-0.1	-2	-2	-4	-11	i

(list continues)
SMILES	Scp1 inh	LMPTP block	DNMT1 block	NadD inh	TbMetRS inhib	SUMO1 PPI mod	STEP inh	SKN-1 block	CendR NRP1 mod	Neddyl block
C[C@H]1CN([C@@H](C)CO)C(=O)c2cc(Br)cnc2O[C@@H]1CN(C)S(=O)(=O)c1cn(C)cn1	.	-1.9	2	-3	-2.1	1	-4	-1	0	i
O=C(c1ccccc1)N1CCCc2ccccc21	-6	-0.6	3	4	0.4	-1	1	16	-6	i
Cc1ccc(S(=O)(=O)Nc2ccc3c(c2)OCCO3)cc1C	-3	0.9	2	-4	0.2	-2	-2	7	-2	i
NC(=O)CC(NC(=O)Cc1ccc(Br)cc1)c1ccc(NCc2ccc(F)cc2)c([N+](=O)[O-])c1 (centres undefined)	-12	2.2	13	-2	-0.1	0	2	0	-41	i
CCOC(=O)c1c(-c2ccccc2)oc2ccc(O)c(CN3CCCC3)c12	2	1.6	-5	-5	-0.9	-3	-1	-10	9	i
CC(C)(Cc1ccc(O)cc1)NC(=O)CC(=O)N=Nc1c(O)[nH]c2ccc(Br)cc12	-1	0.7	-7	4	0.2	-19	-1	4	-5	i
O=C(CCn1c(=O)[nH]c2ccsc2c1=O)NCc1ccc(F)cc1	-9	-0.9	2	0	-0.2	-1	-1	-4	2	i
C[C@H]1CC[C@@]2(O[C@H](CCO)C[C@H](O)[C@H]2O)O1	2	-1.5	2	0	-0.3	-2	-1	11	20	i
N/C(=N/OC(=O)c1ccccc1F)c1nonc1N	-8	-2.1	-1	-4	-0.3	-2	0	-4	6	i
O=C(O)Cn1c(O)c(C2=c3ccccc3=NC2=O)sc1=O	31	0.9	-1	2	0.8	-18	-2	2	-71	i
Nc1cc(S(=O)(=O)N2CCOCC2)ccc1N1CCCCC1	-2	1.8	-11	7	-0.2	-3	14	5	12	i
CC(C)(C)c1ccc(OCC(=O)NNC(=S)NC(=O)c2ccco2)c(Br)c1	-7	0.5	5	17	0.6	13	2	12	4	i
Cc1ccc(-c2nnc(SCC(=O)CC(=O)Nc3ccccc3)n2-c2ccccc2)cc1	-11	1.5	-5	18	0.3	2	0	2	-19	i
CCS(=O)(=O)N1Cc2ccccc2CC1C(=O)NC(C)C12CC3CC(CC(C3)C1)C2 (centres undefined)	-5	2.5	0	9	-0.2	-4	-2	-14	-4	i
CCCn1c(=O)c(C(=O)NCc2ccccc2OC)c(O)c2ccccc21	-18	2.4	0	1	-0.8	-1	2	-14	1	i
CCC(C)[C@H](NC(=O)NCc1cccc(OC)c1)C(=O)OC (some centres undefined)	-15	-1.5	0	4	1.1	0	6	6	2	i
Cc1ccc(C(=O)CSC2=C(C#N)C(c3ccco3)CC(=O)N2)c(C)c1 (centres undefined)	61*	1.6	64*	-4	0.4	-11	7	-13	-20	i
O=C(/C=C/c1ccccc1Cl)Nc1ccncc1	3	0.4	0	-8	-0.5	-4	-2	-9	-10	i
CCCCC1=CC2=C(c3ccco3)C(=O)C(C)(OC(=O)c3ccc(OC)cc3)C(=O)C2=CN1CCCCO (centres undefined)	-4	0.5	-9	3	0.1	1	4	19	-3	i
CC1(C)CC(=O)C2=C(C1)N(c1ccc(Cl)cc1)C(=O)C2(O)C(F)(F)F (centres undefined)	-8	-1.3	1	-8	-0.3	-1	-1	2	15	i
COc1cc(C(=O)NCCC(=O)N2CCCCC2)cc(OC)c1OC	-9	-1.6	0	-5	-0.6	3	0	-5	-3	i
C=CCn1c(SCc2c(F)cccc2Cl)nnc1-c1ccco1	-1	-0.9	5	-4	-1.1	-9	-2	-12	1	i
COc1ccc(NC(=S)NC(=O)C2CCCCC2)cc1	-5	-0.2	1	-2	-0.2	3	2	11	14	i
CCCCOC(=O)C1CN(c2ccccc2)N=C1C(C)=O (centres undefined)	0	0.8	-1	1	0.5	-18	-2	2	5	.
Cc1noc(C)c1COc1ccc(C(=O)OCC(=O)NC2CCCCC2C)cc1 (centres undefined)	-3	0.6	-1	2	1.3	1	0	-14	3	i

Other records
SMILES	Scp1 inh	LMPTP block	DNMT1 block	NadD inh	TbMetRS inhib	SUMO1 PPI mod	STEP inh	SKN-1 block	CendR NRP1 mod	Neddyl block
CCOC(=O)c1ccccc1NC(=O)COC(=O)CCCOc1ccccc1	-8	2.0	1	-1	-0.2	6	1	-17	-9	i
CC(C)N(C)CCOC(=O)/C=C/c1ccccc1	0	0.0	1	1	-1.1	-1	0	1	5	i
Cc1nc(N)c2c(Cc3cccc4ccccc34)nn(C(C)(C)C)c2n1	4	5.6	0	2	0.5	1	2	-5	-9	i
COc1ccc(/C=C(/NC(=O)c2ccc(OC)c(OC)c2)C(=O)NCCc2c[nH]c3ccccc23)cc1	-13	-0.3	-6	-2	0.1	5	4	3	-14	i
CCN1CCN(C(=O)CN(C)S(=O)(=O)c2ccc(OC)c(C)c2)CC1	0	-0.9	1	2	-1.0	-4	-1	7	12	i
CN(CCC#N)C(=S)Nc1ccc(F)cc1	-7	-0.7	1	6	0.6	6	4	23	1	i
CCOC(=O)CN(C(=O)COc1nc(C)cc(C)c1C#N)c1ccc(F)cc1	-8	0.3	-1	-4	-0.6	6	-1	8	-2	i
C=CCn1c(=S)[nH]c2sc3c(c2c1=O)CCC3	1	-1.8	7	-1	-0.1	7	-1	16	-11	i

Random excerpt: 3 records from the list.
SMILES	Scp1 inh	LMPTP block	DNMT1 block	NadD inh	TbMetRS inhib	SUMO1 PPI mod	STEP inh	SKN-1 block	CendR NRP1 mod	Neddyl block
COc1ccc(/C=C(/NC(=O)c2ccc(OC)c(OC)c2)C(=O)NCCc2c[nH]c3ccccc23)cc1	-13	-0.3	-6	-2	0.1	5	4	3	-14	i
Cc1nc(N)c2c(Cc3cccc4ccccc34)nn(C(C)(C)C)c2n1	4	5.6	0	2	0.5	1	2	-5	-9	i
CCN1CCN(C(=O)CN(C)S(=O)(=O)c2ccc(OC)c(C)c2)CC1	0	-0.9	1	2	-1.0	-4	-1	7	12	i

Compound activity as filed in PubChem BioAssay.
